# Assay outcomes as filed in PubChem.
# STAT3 inh = STAT3 signaling inhibition | U3A cells, IL-6 STAT3-luciferase reporter, luminescence; host cell line lacks STAT1 | inhibition, % at 5.5 µM | 190,000 compounds, 0.89% hits | AID 862;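 active = inhibition above the mean inhibition across all screened compounds plus 3 SD, cut at about 44% in these data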;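 also: 0% = DMSO only wells and 100% = 100 µM nifuroxazide control wells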
# TLR4 MyD88 comp = inhibitors of human TLR4-MyD88 binding; O00206+Q99836; HeLa CL3-4 TLR4/MyD88 BLA complementation, FRET ratio; inhibition, % at 8.4 µM; 200,000 compounds, 0.18% hits; in the data active = inhibition above about 25%;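 also: 0% = vehicle and 100% = reference inhibitor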
# Target sequence (O00206 whole entry, looked up): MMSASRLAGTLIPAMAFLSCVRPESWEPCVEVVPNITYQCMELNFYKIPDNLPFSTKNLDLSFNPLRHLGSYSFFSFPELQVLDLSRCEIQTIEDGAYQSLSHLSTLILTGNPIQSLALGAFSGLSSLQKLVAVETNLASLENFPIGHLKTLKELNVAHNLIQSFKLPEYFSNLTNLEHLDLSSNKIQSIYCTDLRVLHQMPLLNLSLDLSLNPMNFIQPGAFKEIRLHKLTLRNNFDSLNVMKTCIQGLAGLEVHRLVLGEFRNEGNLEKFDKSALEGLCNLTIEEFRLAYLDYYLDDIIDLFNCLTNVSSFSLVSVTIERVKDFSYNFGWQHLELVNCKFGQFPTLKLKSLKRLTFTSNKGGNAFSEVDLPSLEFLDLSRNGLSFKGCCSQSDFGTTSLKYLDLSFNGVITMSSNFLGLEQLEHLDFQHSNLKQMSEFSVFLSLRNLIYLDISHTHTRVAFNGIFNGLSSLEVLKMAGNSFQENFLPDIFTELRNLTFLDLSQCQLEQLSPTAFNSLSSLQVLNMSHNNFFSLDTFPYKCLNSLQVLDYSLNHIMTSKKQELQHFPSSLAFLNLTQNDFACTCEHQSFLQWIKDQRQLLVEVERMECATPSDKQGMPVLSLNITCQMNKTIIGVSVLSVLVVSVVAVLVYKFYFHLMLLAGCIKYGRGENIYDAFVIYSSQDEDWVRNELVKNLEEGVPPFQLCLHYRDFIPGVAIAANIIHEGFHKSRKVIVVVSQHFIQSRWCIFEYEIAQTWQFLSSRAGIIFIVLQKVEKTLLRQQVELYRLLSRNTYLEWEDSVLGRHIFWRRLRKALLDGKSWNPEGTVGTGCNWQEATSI
# Target sequence (Q99836 whole entry, looked up): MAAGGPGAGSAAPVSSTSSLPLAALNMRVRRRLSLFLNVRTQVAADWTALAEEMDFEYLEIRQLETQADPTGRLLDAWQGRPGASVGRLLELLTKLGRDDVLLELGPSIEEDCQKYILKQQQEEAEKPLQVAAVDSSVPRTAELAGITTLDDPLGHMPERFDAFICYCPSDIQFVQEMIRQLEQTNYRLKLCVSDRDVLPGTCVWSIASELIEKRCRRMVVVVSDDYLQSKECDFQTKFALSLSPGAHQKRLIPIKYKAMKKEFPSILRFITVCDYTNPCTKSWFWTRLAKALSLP
# STAT1 activator = STAT1 signaling activation | 200,000 compounds, 2.6% hits | AID 932 | activation (% of control), % at 5.5 µM | NIH 3T3 STAT1-luciferase reporter, IFN-gamma, luminescence; 100% = IFN-gamma alone, no compound;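 active = activation above the screen-wide mean activation plus 3 SD, cut at about 130% in these data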;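 also: raw ratio to IFN-gamma control signal so 100% means no change and 0% no light; values of inactives mirror those of a sister screen read the other way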
# NF-kB expr up = NF-kB expression increase, human neuronal cells. NF-kB reporter expression; hits give high values. fold change at 12.5 µM. 190,000 compounds, 1.6% hits. AID 1239; in the data active = fold change above about 3.3
# Efa HMGR inh = inhibitors of class II HMG-CoA reductase from Enterococcus faecalis; inhibition, % at 10 µM; 190,000 compounds, 0.41% hits; purified E. faecalis HMGR, NADPH absorbance 340 nm kinetic;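 active = inhibition above a set limit, the median over all tested compounds plus 3 SD, cut at about 9.5% in these data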;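 also: enzyme runs in reverse so mevalonate oxidation gives rising NADPH absorbance; 0% = complete reaction with DMSO and 100% = background rate lacking mevalonate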
# Hsp70 activator = switches on Hsp70 transcription; 200,000 compounds, 0.04% hits; HeLa Hsp70 promoter luciferase reporter, luminescence; scaled: vehicle 0, proteasome-inhibitor control 100%; activation, % at 10 µM;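 active = activation above the mean across all tested compounds plus 3 SD, cutoff set per campaign, cut at about 5.5% in these data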;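 also: 100% = MG132 at 30 µM as the positive control and 0% = DMSO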
# APP 5'UTR act = APP 5'UTR luciferase reporter activation. SH-SY5Y APP 5'UTR luciferase reporter, luminescence; zero percent = DMSO vehicle wells. activation, % at 2 µM. 190,000 compounds, 1% hits. AID 1276;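 active = activation above a set limit, based on mean plus 3 SD of controls, cut at about 140% in these data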; also: values of inactives mirror those of a sister screen read the other way
# STAT3 activator = increases IL-6 driven STAT3 reporter signal; U3A cells, IL-6 STAT3-luciferase reporter, luminescence; 100% = signal with IL-6 EC80 alone; activation (% of control), % at 5.6 µM; 190,000 compounds, 0.91% hits;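 active = activation above the screen-wide mean of compound activation plus 3 SD, cut at about 130% in these data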;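 also: 0% = background luminescence of wells with medium and substrate only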
#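 Test system: STAT3-luciferase reporter U3A cells; Detection: reporter luminescence signal; Times: 1 h compound pre-exposure, 6 h IL-6 stimulation, 37 °C; Benchmarks: IL-6-only high control; Also added: IL-6 stimulus at 33 ng/mL final.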
# DTT redox prof = compounds producing H2O2 with reducing agent – biochemical, NIH compound library profiling, artefact control for MLSCN library redox annotation, primary screen | 200,000 compounds, 0.03% hits | activation, % at 10 µM | DTT-dependent redox cycling H2O2, phenol red/HRP absorbance; 100% = 100 µM peroxide control, 0% = buffer;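 active = activation of at least 50% relative to the plate's high and low controls in the primary single-dose screen; inactive = activation below 50%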;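 also: compound incubated with DTT at 0.8 mM final as the reducing agent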
# STAT1 inh = STAT1 signaling inhibition; NIH 3T3 STAT1-luciferase reporter, IFN-gamma, luminescence; 200,000 compounds, 0.35% hits; AID 920; inhibition, % at 5.5 µM;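 active = inhibition above a set limit, the mean inhibition across all tested compounds plus 3 SD, cut at about 34% in these data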;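 also: 0% = IFN-gamma with DMSO and 100% = IFN-gamma with 300 µM nifuroxazide; values of inactives mirror those of a sister screen read the other way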
# * marks the source's active call; other numbers are inactive results; nt = not tested or not shown.
mol	Hsp70 activator	APP 5'UTR act	Efa HMGR inh	STAT3 inh	NF-kB expr up	STAT3 activator	TLR4 MyD88 comp	DTT redox prof	STAT1 activator	STAT1 inh
CCc1ccc(Oc2coc3cc(OC(=O)c4cc5ccccc5oc4=O)ccc3c2=O)cc1	0.0	11.7	0.2	-7.7	1.49	104.2	-9.8	-0.1	103.7	-4.1
Nc1c(N2CCCCC2)c(=O)[nH]c(=O)n1-c1ccccc1	0.0	0.4	2.9	5.1	1.26	99.2	-12.3	3.0	94.5	5.9
COCCCn1c(C)c(C(C)=O)cc(NC(=O)c2ccccc2)c1=O	0.4	19.3	10.6*	8.3	1.1	98.7	-2.4	-1.9	97.9	0.8
C/C(=N\NC(=O)c1c[nH]c2ccccc12)c1ccc2c(c1)OCO2	0.3	10.1	-2.9	6.4	0.84	100.3	-1.2	-2.0	134.6*	-39.0
Cc1ccc(NS(=O)(=O)c2ccc3c(c2)oc(=O)n3C)cc1F	0.0	12.1	-3.8	7.0	0.94	101.7	11.2	0.0	96.6	3.8
Cc1cc(C)c(S(=O)(=O)NCC(=O)O)cc1C	-0.3	-3.7	1.6	1.4	1.06	99.0	-7.3	0.0	100.9	-1.0
Cn1c(=O)cc(SCC(=O)NCc2cccnc2)c2ccccc21	-0.1	-6.8	4.2	17.0	1.04	89.9	-15.5	2.7	104.3	-4.7
Cc1c(N(C(=O)c2cnccn2)C2(C(=O)NC3CCCC3)CCCCC2)c(=O)n(-c2ccccc2)n1C	0.1	20.4	-1.1	1.7	1.38	109.9	15.1	-0.4	100.6	-1.4
Nc1ccc(C(=O)N/N=C/c2ccccc2)cc1	-0.4	13.8	nt	-16.1	2.05	118.8	-14.4	2.3	121.9	-23.9
Cc1noc(C)c1COC(=O)C1(c2cccc(F)c2)CCCC1	-0.3	-1.7	0.1	10.3	1.01	96.5	-12.7	-0.8	95.2	4.0
COc1ccc(C(=O)NC(=S)Nc2cc3oc4ccccc4c3cc2OC)cc1	0.1	7.4	-4.4	-2.8	1.15	104.5	2.9	0.6	96.1	4.4
CCOc1ccc(-c2n[nH]c(=S)n2/N=C/c2cc3c(cc2[N+](=O)[O-])OCO3)cc1	-0.2	-15.2	-2.9	-8.5	1.18	109.4	-2.5	0.3	98.0	2.2
Cn1nc(-c2ccc(Cl)cc2)c2cc(C(=O)N3CCOCC3)sc21	-0.3	8.0	-3.6	-16.6	0.58	121.8	-7.6	-1.3	102.2	-2.5
Cc1ccc(-n2ccc(-c3nn(-c4ccccc4)ccc3=O)n2)cc1	-0.1	3.9	-1.9	8.5	0.98	101.8	-7.4	-1.4	83.8	16.0
Cn1nc(C(F)(F)F)c2cc(NC(=O)OCc3ccc(F)cc3)sc21	-0.4	17.1	4.3	32.9	1.01	75.4	2.9	-5.1	107.2	-8.1
CCSc1nc2sc3c(c2c(=O)[nH]1)CCCC3	-0.4	1.0	5.8	11.7	1.21	91.2	-11.6	-0.2	99.6	0.4
COc1ccc(CC(=O)OC(C)CN2CCCC2)cc1 (stereo not drawn)	-0.1	-6.9	-3.4	2.1	1.14	100.6	-6.0	-0.3	99.8	0.2
O=C(Cn1c(=O)oc2ccccc21)N1CCN(c2ccc(N3CCOCC3)nn2)CC1	-0.2	-12.2	-9.7	3.4	1.31	101.2	3.8	-0.9	99.1	1.0
COc1ccc(-c2cc(C(F)(F)F)n3ncc(C(=O)NCc4ccco4)c3n2)cc1	-0.5	-14.9	2.6	6.9	0.71	97.7	13.8	-0.8	104.3	-4.7
C=CCSc1nc(C)cc2c1C(=O)OC2	-0.2	-7.6	-1.3	2.2	0.91	101.1	13.3	-0.6	104.9	-6.5
O=C(Cn1nnc(-c2ccccc2F)n1)OCC(=O)c1ccccc1	0.0	0.4	-4.6	8.1	1.07	96.7	7.5	-2.2	98.3	0.3
O=C(CSc1ccc(-c2ccco2)nn1)N1CCCCC1	0.1	4.5	-0.5	-1.5	1.37	105.5	4.0	0.1	104.2	-4.6
CC(C)CCNC(=O)CO/N=C/c1ccccc1OC(F)F	-0.3	-4.8	-1.2	-1.2	0.89	100.6	5.3	0.0	105.3	-5.8
Cc1ccc(S(=O)(=O)N2CCCC2C(=O)Nc2cc(C)on2)cc1 (stereo not drawn)	0.5	-4.8	-6.8	3.4	1.03	100.8	1.8	-0.2	95.2	5.3
O=C1CC(NC(=O)C(F)(F)F)=NN1c1ccccc1	-0.3	14.8	-1.9	2.5	1.24	102.0	12.9	-0.6	107.7	-11.6
COc1cccc(/C=c2\s/c(=C\C(=O)C(C)(C)C)[nH]c2=O)c1	0.0	0.4	-3.3	15.9	1.07	91.0	6.4	-0.6	94.7	5.6
COc1ccc(OC)c(S(=O)(=O)N2CCC(C(=O)Nc3cccc(C)c3)CC2)c1	0.2	1.1	-5.8	15.9	0.41	90.2	14.3	0.0	91.5	9.2
COc1ccccc1OC(=O)c1cc(Cl)nc2ccccc12	-0.5	-3.5	-0.4	29.9	1.36	80.6	9.3	-1.6	104.9	-5.4
Cc1cn2c(-c3cccnc3)nnc2s1	-0.3	2.9	-4.0	-0.3	1.14	103.9	2.6	2.4	108.4	-9.2
COc1cccc(-c2csc(N3CCN(C(=O)C4CCCCC4)CC3)n2)c1	-0.4	0.1	-0.4	8.5	1.05	98.2	9.3	-1.8	92.3	9.4
CCOc1ccc(NC(=O)NNC(=O)c2ccc(Cl)cc2Cl)cc1	0.4	-5.3	-5.0	13.5	1.2	90.2	2.6	-0.1	97.2	3.5
O=C(CC1Oc2ccccc2NC1=O)NCc1ccc(Cl)cc1 (stereo not drawn)	0.2	-14.0	-5.6	4.4	1.11	103.7	-0.8	-1.9	104.4	-4.9
CC(C)OC(=O)c1cccc(C(=O)O)n1	-0.1	23.5	-8.3	0.9	1.48	102.7	9.8	3.0	96.9	3.3
N#Cc1ccccc1S(=O)(=O)N1CCN(CC(O)c2ccccc2)CC1 (stereo not drawn)	-0.1	1.5	-0.8	6.7	0.9	95.5	0.2	0.3	101.9	-3.6
CC(=O)NC1=NC(=O)/C(=C/c2cc(C)n(-c3cccc(C(=O)O)c3)c2C)S1	-0.3	-6.2	-3.2	8.1	1.11	103.5	-0.6	-0.6	100.2	-1.0
COc1cc2c(cc1OC)C(C(=O)NC1CC1)C1c3ccccc3CCN1C2=O (stereo not drawn)	-0.2	19.4	nt	-0.3	nt	104.7	-16.9	-0.8	102.5	-2.8
CCOC(=O)c1cc(-c2ccccc2)sc1NC(=O)CC(C)C	0.5	-7.4	-5.2	10.6	1.03	96.4	7.5	-1.0	99.7	0.3
COC(=O)c1c(NC(=O)COC(=O)Cn2cnc3ccccc32)sc2c1CCCC2	-0.2	1.1	-11.8	-14.3	1.05	110.2	1.8	-0.2	96.4	4.0
COc1cc(NC(=O)COc2ccccc2Cl)ccc1NC(=O)C(C)C	-0.2	4.4	-4.8	21.1	1.02	84.8	-20.9	0.1	124.1	-29.3
Cc1cc(C)n(S(=O)(=O)c2ccc3ccccc3c2)n1	-0.3	-4.0	-2.7	11.6	0.94	93.2	8.4	-0.8	92.1	8.7
O=[N+]([O-])c1ccc(Cl)c(/C=N/N2CCN(Cc3ccc(Cl)cc3)CC2)c1	0.3	-8.2	-1.7	29.1	0.9	75.8	-0.1	-0.1	73.7	19.7
Cc1c(NC(=O)C(C)N(c2ccccc2)S(C)(=O)=O)c(=O)n(-c2ccccc2)n1C (stereo not drawn)	-0.2	6.2	2.2	-7.9	0.93	111.6	-3.2	-0.6	109.4	-12.4
O=C(CSc1nc2cccnc2n1Cc1ccccc1)NC1CCCCC1	-0.3	13.0	1.5	-3.8	1.56	104.0	-11.3	-0.9	91.1	9.6
Cc1cccc(NC(=S)/N=C(\N)Nc2nc(C)c3cc(C)ccc3n2)c1	-0.4	21.7	4.9	19.8	0.98	82.4	2.9	0.1	89.0	12.1
CCCCNC(=O)COc1ccccc1C(=O)c1cc(C#N)c(=O)n(CCOC)c1	-0.4	-9.4	-5.2	5.6	1.1	97.8	-2.9	0.1	93.9	6.8
COCc1cc(C)nc2sc(C(=O)NC3CCCCC3)c(N)c12	0.0	3.0	1.3	4.3	0.92	100.5	9.9	-3.7	103.5	-3.9
Cc1cc(C)nc(SCC(=O)N2CCOCC2)n1	-0.1	-1.9	0.2	-8.2	0.88	110.4	-1.2	-0.2	101.8	-2.0
CCOC(=O)C1CCN(C(=O)C(C)N(c2ccc(Oc3ccccc3)cc2)S(C)(=O)=O)CC1 (stereo not drawn)	-0.3	15.6	-0.8	48.7*	0.79	60.6	-2.3	-0.2	78.3	23.8
N#Cc1c(-c2ccccc2)nc(SCC(=O)NC2CCCCC2)[nH]c1=O	0.0	-9.1	-3.9	11.6	nt	95.0	4.5	-0.6	101.7	-1.4
COc1ccccc1-c1noc(-c2ccncc2)n1	-0.1	19.9	-0.5	5.4	1.43	95.0	-0.3	2.4	119.1	-20.7
Cn1c(=O)[nH]c(=O)c2c1nc(Sc1ccccc1)n2CCc1ccccc1	-0.2	10.0	-3.6	11.8	1.13	97.4	-0.2	-0.1	100.8	-0.9
Cc1cccc(Oc2nc3c(c(=O)n(C)c(=O)n3C)n2C)c1	0.1	0.5	5.8	9.6	1.04	98.4	-3.0	0.2	98.0	0.8
Cc1ccc2nc(Nc3nc(CSc4nnnn4-c4ccccc4)cc(=O)[nH]3)nc(C)c2c1	-0.1	11.7	-0.1	10.0	0.91	96.3	-8.1	0.1	98.6	1.6
NS(=O)(=O)c1ccc(CCNC(=O)CSc2nc3ccccc3c3nc(CCN4CCCCC4)nn23)cc1	-0.3	9.7	-6.0	9.9	1.41	93.5	7.6	-0.3	101.3	-3.1
COc1ccc(N=c2oc3c(OC)cccc3cc2C(=O)NCc2ccco2)c(OC)c1	0.1	-11.7	3.4	11.3	0.88	93.7	4.1	-0.7	105.3	-5.8
